TAAR1 antag – human TAAR1 antagonists, primary screen, Fluo-8 calcium fluorescence, CHO RD-HGA16 cells; inhibition, % at 3 µM; actives 1.5% (n = 360,000); antagonist;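 active = inhibition above a per-plate cutoff, the mean inhibition of test compounds on that plate plus 3 SD, cut at about 49% in these data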;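 note: 0% = DMSO plus EC80 beta-PEA response and 100% = DMSO alone without agonist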
Target sequence (Q96RJ0 whole entry, looked up): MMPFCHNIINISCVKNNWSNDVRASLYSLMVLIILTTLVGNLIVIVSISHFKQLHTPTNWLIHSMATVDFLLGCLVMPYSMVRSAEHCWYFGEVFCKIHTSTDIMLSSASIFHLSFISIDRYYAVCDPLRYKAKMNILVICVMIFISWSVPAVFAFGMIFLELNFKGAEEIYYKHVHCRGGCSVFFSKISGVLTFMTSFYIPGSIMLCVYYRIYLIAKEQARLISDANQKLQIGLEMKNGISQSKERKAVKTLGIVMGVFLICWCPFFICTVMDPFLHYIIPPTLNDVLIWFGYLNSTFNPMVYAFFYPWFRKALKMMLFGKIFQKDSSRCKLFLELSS
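Assay system: RD-HGA16 CHO cells with stable hTAAR1 and Gα16 / Reagent: EC80 β-phenethylamine stimulus / Doses: 3 µM, single point / Timing: dye loading 75 min at 37 °C, then 30 min room temperature / Measured by: Fluo-8 intracellular calcium dye fluorescence, real-time kinetic reads / Controls: vehicle wells and EC80 agonist wells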
CHRM5 antagonist – human M5 muscarinic receptor antagonists, primary screen, CHO cells, Fluo-8 calcium fluorescence | Muscarinic acetylcholine receptor M5 (Homo sapiens), P08912 | CHO-hM5 cells, ACh EC80 | inhibition, % at 3 µM | actives 0.59% (n = 360,000) | AID 624040, 2012;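 active = inhibition above a per-plate cutoff, the mean of that plate's test compounds plus 3 SD, cut at about 27% in these data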;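 note: 0% = acetylcholine EC80 with DMSO and 100% = DMSO without agonist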
Target sequence (P08912 whole entry, looked up): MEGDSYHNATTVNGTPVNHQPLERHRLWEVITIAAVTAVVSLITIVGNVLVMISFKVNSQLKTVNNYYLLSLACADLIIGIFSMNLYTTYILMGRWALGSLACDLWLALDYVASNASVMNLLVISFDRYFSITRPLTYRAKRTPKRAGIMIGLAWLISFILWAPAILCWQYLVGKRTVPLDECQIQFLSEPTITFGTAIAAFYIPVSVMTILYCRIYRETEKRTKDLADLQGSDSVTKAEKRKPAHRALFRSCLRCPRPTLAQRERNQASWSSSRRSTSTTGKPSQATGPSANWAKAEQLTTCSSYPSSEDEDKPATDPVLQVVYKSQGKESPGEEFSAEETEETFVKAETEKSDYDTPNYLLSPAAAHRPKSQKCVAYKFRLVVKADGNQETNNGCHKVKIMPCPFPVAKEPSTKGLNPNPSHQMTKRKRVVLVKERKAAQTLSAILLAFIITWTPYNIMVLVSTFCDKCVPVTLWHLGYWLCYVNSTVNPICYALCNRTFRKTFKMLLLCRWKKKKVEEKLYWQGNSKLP
CRFR2-BP ag – agonists of CRF-BP/CRF-R2 complex, primary screen, cell-based, HEK293, calcium dye fluorescence, uHTS; CRF-binding protein / CRF receptor 2 complex (human); calcium dye fluorescence (FLIPR); percent of saturating CRF peptide response; activation, % at 13.2 µM; actives 0.46% (n = 350,000); AID 588473, 2011;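 active = activation of at least 50%, plus an integration ratio under a set limit after plate pattern correction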;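 note: plate controls were neutral control wells without compound for no effect and CRF at EC100 for full effect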
CRFR2-BP antag – antagonists of CRF-BP/CRF-R2 complex, primary screen, cell-based, HEK293, calcium dye fluorescence, uHTS; CRF-induced calcium fluorescence; inhibition, % at 11.8 µM; actives 0.59% (n = 350,000); AID 588475, 2011;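 active = inhibition of the ligand-induced calcium signal above about 50% at the single tested concentration, limit read from the data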
M5 ag – human M5 muscarinic receptor agonists, primary screen, CHO-K1 cells, Fluo-8 calcium fluorescence; actives 0.19% (n = 360,000); CHO-K1 hM5 cells; 0% DMSO wells, 100% maximal acetylcholine response; Muscarinic acetylcholine receptor M5 (Homo sapiens), P08912; activation, % at 3 µM; AID 624037, 2012;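 active = activation above the run's mean over test compounds plus 3 SD, cut at about 23% in these data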;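 note: signal is peak over basal fluorescence ratio across the kinetic read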
M1 PAM parental – nonselective calcium activators in parental CHO-K1 cells, primary screen, counter-screen for M1 PAM project, cell-based, Fluo-8 calcium fluorescence, full deck, 1536-well. ATP EC20; 0% at ATP EC20, 100% at ATP max. actives 0.02% (n = 360,000). AID 602247, 2012. activation, % at 3 µM;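 active = activation above the run cutoff, the mean activation of all test compounds plus 3 SD, cut at about 40% in these data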;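 note: peak over basal fluorescence ratio in a 140 s read after ATP addition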
CHRM5 PAM – human M5 muscarinic receptor positive allosteric modulators, primary screen, CHO-K1 cells, Fluo-8 calcium fluorescence. Muscarinic acetylcholine receptor M5 (Homo sapiens), P08912. CHO-K1 hM5, ACh EC20 PAM; 0% = ACh EC20, 100% = ACh EC100. activation, % at 3 µM. actives 0.3% (n = 360,000);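 active = activation above the run cutoff, the mean activation of all test compounds plus 3 SD, cut at about 18% in these data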
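system = human M5 receptor in CHO-K1 cells | compound = one concentration, 3 µM final (nominal) | schedule = Post-acetylcholine fluorescence recording 140 s | signal = Fluo-8 calcium dye fluorescence, kinetic read | benchmarks = low control EC20 acetylcholine (0%), high control EC100 acetylcholine (100%) | repeats = singlicate, one well per test compound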
TAAR1 ag – human TAAR1 agonists, primary screen, Fluo-8 calcium fluorescence, CHO RD-HGA16 cells. Trace amine-associated receptor 1 (Homo sapiens), Q96RJ0. vehicle wells 0%, saturating PEA agonist 100%. activation, % at 3 µM. actives 0.99% (n = 360,000). AID 624467, 2012;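 active = activation above the mean activation of all test compounds in the run plus 3 SD, cut at about 38% in these data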
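Test system: RD-HGA16 (CHO) cells co-expressing Gα16 and hTAAR1; dosing: one-point dosing at 3 µM (nominal); timing: 17-24 h seeding, 75 min 37 °C dye, 30 min RT; signal: kinetic Fluo-8 calcium fluorescence; read-out basis: % activation relative to PEA EC100 response; controls: DMSO and PEA EC100; replicates: n 1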
CHRM4 PAM – human M4 muscarinic receptor positive allosteric modulators, primary screen, CHO-K1 cells, Fluo-8 calcium fluorescence; activation, % at 3 µM; AID 624126, 2012; CHO-K1 hM4/Gqi5, ACh EC20; 0% = ACh EC20, 100% = maximal ACh; Muscarinic acetylcholine receptor M4 (Homo sapiens), P08173; actives 0.4% (n = 360,000);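 active = activation above its plate's cutoff, the mean activation of sample wells plus 3 SD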; note: some results filed as inactive read as strong as hits
* = called active by the depositor.

How did Cn1c(CC(=O)Nc2ccccc2)nnc1SCCOc1ccccc1 do in these assays?
TAAR1 antag: -15; CHRM5 antagonist: -4; CRFR2-BP ag: -1.5; CRFR2-BP antag: -8; M5 ag: -2; M1 PAM parental: 25; CHRM5 PAM: 0; TAAR1 ag: 20; CHRM4 PAM: 4

Results for CCN(CC)C(=O)c1sc2nc(Cc3ccccc3)[nH]c(=O)c2c1C ?
TAAR1 antag: -3; CHRM5 antagonist: -1; CRFR2-BP ag: 2.9; CRFR2-BP antag: -80; M5 ag: 0; M1 PAM parental: 8; CHRM5 PAM: -2; TAAR1 ag: 5; CHRM4 PAM: 0

Results for Cc1ccc(CNC(=O)Cn2cnc(S(=O)(=O)N3CCCCC3)c2)o1 ?
TAAR1 antag: -18; CHRM5 antagonist: -20; CRFR2-BP ag: -1.8; CRFR2-BP antag: 17; M5 ag: 1; M1 PAM parental: -6; CHRM5 PAM: 13; TAAR1 ag: 2; CHRM4 PAM: 0

Results for CCOc1ccc(-n2c(SCC)nc3c(c2=O)SCC3)cc1 ?
TAAR1 antag: 14; CHRM5 antagonist: -4; CRFR2-BP ag: -0.2; CRFR2-BP antag: -7; M5 ag: -2; M1 PAM parental: 18; CHRM5 PAM: 11; TAAR1 ag: 6; CHRM4 PAM: -1

What do the screens show for `C/C(Cl)=C\Cn1c(N2CCCCCC2)nc2c1c(=O)n(C)c(=O)n2C`?
TAAR1 antag: -17; CHRM5 antagonist: -9; CRFR2-BP ag: -3.7; CRFR2-BP antag: -36; M5 ag: -10; M1 PAM parental: 0; CHRM5 PAM: 7; TAAR1 ag: 18; CHRM4 PAM: 4

Results for Cc1noc(C)c1COc1ccccc1C(=O)NC(C)c1ccc(F)cc1 (stereo unspecified) ?
TAAR1 antag: 16; CHRM5 antagonist: 4; CRFR2-BP ag: -1.7; CRFR2-BP antag: 5; M5 ag: 0; M1 PAM parental: 18; CHRM5 PAM: -10; TAAR1 ag: 3; CHRM4 PAM: 8

What do the screens show for `O=C(Nc1cc(Cl)cc(Cl)c1)C(NCCO)c1ccccc1` (stereo unspecified)?
TAAR1 antag: 22; CHRM5 antagonist: -4; CRFR2-BP ag: -2.7; CRFR2-BP antag: 15; M5 ag: 0; M1 PAM parental: 7; CHRM5 PAM: 4; TAAR1 ag: 2; CHRM4 PAM: 12

What do the screens show for `C[C@]12c3[nH]c4cc(-c5ccco5)ccc4c3CCN1C(=O)[C@@H](CC(=O)NCCN1CCOCC1)C[C@@H]2C(=O)N1CCOCC1`?
TAAR1 antag: -4; CHRM5 antagonist: -7; CRFR2-BP ag: 0.0; CRFR2-BP antag: -1; M5 ag: -1; M1 PAM parental: 1; CHRM5 PAM: 8; TAAR1 ag: 0; CHRM4 PAM: 3

Results for COc1cccc(NC(=O)CSc2ccccn2)c1 ?
TAAR1 antag: 15; CHRM5 antagonist: -3; CRFR2-BP ag: -0.9; CRFR2-BP antag: 15; M5 ag: -2; M1 PAM parental: 6; CHRM5 PAM: -1; TAAR1 ag: 0; CHRM4 PAM: 1

How did CC1(C)CC(=O)C(C=Nc2cccnc2/N=C/C2=C(O)CC(C)(C)CC2=O)=C(O)C1 do in these assays?
TAAR1 antag: -6; CHRM5 antagonist: -7; CRFR2-BP ag: 47; CRFR2-BP antag: -24; M5 ag: 7; M1 PAM parental: 18; CHRM5 PAM: -3; TAAR1 ag: 4; CHRM4 PAM: 1

How did COc1ccc(-c2nc(SCC(=O)N(CC(C)C)c3c(N)n(Cc4ccccc4)c(=O)[nH]c3=O)n[nH]2)cc1 do in these assays?
TAAR1 antag: 17; CHRM5 antagonist: 7; CRFR2-BP ag: 0.7; CRFR2-BP antag: 3; M5 ag: 1; M1 PAM parental: 13; CHRM5 PAM: 1; TAAR1 ag: 1; CHRM4 PAM: 7

Results for COC(=O)Nc1ccc(S(=O)(=O)N2CCC(C(=O)NCc3ccc4c(c3)OCO4)CC2)cc1 ?
TAAR1 antag: 7; CHRM5 antagonist: 2; CRFR2-BP ag: 0.1; CRFR2-BP antag: 9; M5 ag: -1; M1 PAM parental: 4; CHRM5 PAM: 4; TAAR1 ag: 3; CHRM4 PAM: -3

What do the screens show for `CSCCC(NC(=O)COc1ccccc1)C(=O)NC1CCC(C)CC1` (stereo unspecified)?
TAAR1 antag: -23; CHRM5 antagonist: 2; CRFR2-BP ag: -3.2; CRFR2-BP antag: -13; M5 ag: 1; M1 PAM parental: 7; CHRM5 PAM: 1; TAAR1 ag: -2; CHRM4 PAM: 7

How did Cc1ccc(S(=O)(=O)N2CCOCC2)cc1NC(=O)CSc1nc2ccccc2c(=O)n1Cc1ccccc1 do in these assays?
TAAR1 antag: 2; CHRM5 antagonist: 1; CRFR2-BP ag: 0.9; CRFR2-BP antag: -6; M5 ag: -1; M1 PAM parental: 28; CHRM5 PAM: 1; TAAR1 ag: 2; CHRM4 PAM: -4

How did CCOC(=O)c1cnc(SC2CC(=O)N(c3cccc(OC)c3)C2=O)nc1N (stereo unspecified) do in these assays?
TAAR1 antag: 6; CHRM5 antagonist: -6; CRFR2-BP ag: 0.6; CRFR2-BP antag: -16; M5 ag: 1; M1 PAM parental: -2; CHRM5 PAM: -2; TAAR1 ag: 8; CHRM4 PAM: -5

How did Cc1ccc(C(=O)O)cc1NC(=S)NC(=O)Cc1ccccc1 do in these assays?
TAAR1 antag: -14; CHRM5 antagonist: 5; CRFR2-BP ag: 12; CRFR2-BP antag: -14; M5 ag: 0; M1 PAM parental: 23; CHRM5 PAM: 4; TAAR1 ag: 0; CHRM4 PAM: -4

What do the screens show for `Cc1cccc(N2CCN(C(=O)c3ccccc3NC(=O)C3CC=CCC3C(=O)O)CC2)c1` (stereo unspecified)?
TAAR1 antag: -12; CHRM5 antagonist: -2; CRFR2-BP ag: 0.9; CRFR2-BP antag: -1; M5 ag: -1; M1 PAM parental: 16; CHRM5 PAM: 2; TAAR1 ag: 2; CHRM4 PAM: 19

How did CCN(C(=O)COC(=O)c1cccn1C)C1CCS(=O)(=O)C1 (stereo unspecified) do in these assays?
TAAR1 antag: -4; CHRM5 antagonist: -3; CRFR2-BP ag: 0.9; CRFR2-BP antag: 9; M5 ag: -2; M1 PAM parental: 20; CHRM5 PAM: -6; TAAR1 ag: 5; CHRM4 PAM: -5

What do the screens show for `COc1ccc(/C=N/c2nc3ccccc3n2CCN2CCCCC2)cc1OC`?
TAAR1 antag: 2; CHRM5 antagonist: 3; CRFR2-BP ag: 0.4; CRFR2-BP antag: -7; M5 ag: 0; M1 PAM parental: 15; CHRM5 PAM: -3; TAAR1 ag: 3; CHRM4 PAM: -3

Results for Cc1nonc1CC(=O)NC1CCCc2c1cnn2-c1ccc(F)cc1F (stereo unspecified) ?
TAAR1 antag: 6; CHRM5 antagonist: -8; CRFR2-BP ag: 0.8; CRFR2-BP antag: -5; M5 ag: -1; M1 PAM parental: 7; CHRM5 PAM: 1; TAAR1 ag: 0; CHRM4 PAM: -1

What do the screens show for `O=C1C(C=NCC2CCCO2)=C(O)c2ccccc21` (stereo unspecified)?
TAAR1 antag: -11; CHRM5 antagonist: 9; CRFR2-BP ag: 2.9; CRFR2-BP antag: 4; M5 ag: -2; M1 PAM parental: 12; CHRM5 PAM: -6; TAAR1 ag: 6; CHRM4 PAM: -4

Results for CC(=O)c1sc2nc(-c3ccccc3)cc(C)c2c1N ?
TAAR1 antag: -1; CHRM5 antagonist: 4; CRFR2-BP ag: -0.2; CRFR2-BP antag: 5; M5 ag: -3; M1 PAM parental: -8; CHRM5 PAM: 1; TAAR1 ag: 0; CHRM4 PAM: 42*

Results for COc1ccc(OC)c(-n2c(SCC(C)=O)nnc2-c2cccc(S(=O)(=O)N(C)C)c2)c1 ?
TAAR1 antag: -19; CHRM5 antagonist: 4; CRFR2-BP ag: -0.2; CRFR2-BP antag: -5; M5 ag: 2; M1 PAM parental: 14; CHRM5 PAM: 2; TAAR1 ag: 3; CHRM4 PAM: 5

What do the screens show for `Cc1cc(NC(=O)/C=C/c2ccccc2)c(C(C)C)cc1O`?
TAAR1 antag: -30; CHRM5 antagonist: 4; CRFR2-BP ag: 0.1; CRFR2-BP antag: 4; M5 ag: -5; M1 PAM parental: 13; CHRM5 PAM: -2; TAAR1 ag: 5; CHRM4 PAM: -3

How did NS(=O)(=O)c1ccc(CCNC(=O)C2(S(=O)(=O)c3ccc(Cl)cc3)CC2)cc1 do in these assays?
TAAR1 antag: 4; CHRM5 antagonist: 6; CRFR2-BP ag: 0.2; CRFR2-BP antag: 1; M5 ag: -1; M1 PAM parental: -5; CHRM5 PAM: -6; TAAR1 ag: -1; CHRM4 PAM: -3

Results for CC1CCN(CC(=O)N2CCc3ccccc32)CC1 ?
TAAR1 antag: -13; CHRM5 antagonist: -7; CRFR2-BP ag: -0.4; CRFR2-BP antag: -6; M5 ag: -4; M1 PAM parental: 3; CHRM5 PAM: 8; TAAR1 ag: 1; CHRM4 PAM: 1

For convenience, part of the list above.
Results for CC(=O)c1sc2nc(-c3ccccc3)cc(C)c2c1N ?
TAAR1 antag: -1; CHRM5 antagonist: 4; CRFR2-BP ag: -0.2; CRFR2-BP antag: 5; M5 ag: -3; M1 PAM parental: -8; CHRM5 PAM: 1; TAAR1 ag: 0; CHRM4 PAM: 42*

Results for COc1ccc(OC)c(-n2c(SCC(C)=O)nnc2-c2cccc(S(=O)(=O)N(C)C)c2)c1 ?
TAAR1 antag: -19; CHRM5 antagonist: 4; CRFR2-BP ag: -0.2; CRFR2-BP antag: -5; M5 ag: 2; M1 PAM parental: 14; CHRM5 PAM: 2; TAAR1 ag: 3; CHRM4 PAM: 5

What do the screens show for `Cc1cc(NC(=O)/C=C/c2ccccc2)c(C(C)C)cc1O`?
TAAR1 antag: -30; CHRM5 antagonist: 4; CRFR2-BP ag: 0.1; CRFR2-BP antag: 4; M5 ag: -5; M1 PAM parental: 13; CHRM5 PAM: -2; TAAR1 ag: 5; CHRM4 PAM: -3

High-throughput results from PubChem.
